Giardia FBPA inh = qHTS Assay for Inhibitors of Fructose-1,6-bisphosphate Aldolase from Giardia Lamblia | A8B2U2 | purified Giardia FBPA | Potency, µM (doses to about 59.6 µM), inactives show at the highest dose activity, negative = inhibition, most hits filed as inhibitors | actives 0.71% (n = 290,000) | AID 2451, 2010; note: potency is the fitted concentration of half-maximal effect; nearly all actives have a fitted effect of over 55% in size
Target sequence (A8B2U2 whole entry, looked up): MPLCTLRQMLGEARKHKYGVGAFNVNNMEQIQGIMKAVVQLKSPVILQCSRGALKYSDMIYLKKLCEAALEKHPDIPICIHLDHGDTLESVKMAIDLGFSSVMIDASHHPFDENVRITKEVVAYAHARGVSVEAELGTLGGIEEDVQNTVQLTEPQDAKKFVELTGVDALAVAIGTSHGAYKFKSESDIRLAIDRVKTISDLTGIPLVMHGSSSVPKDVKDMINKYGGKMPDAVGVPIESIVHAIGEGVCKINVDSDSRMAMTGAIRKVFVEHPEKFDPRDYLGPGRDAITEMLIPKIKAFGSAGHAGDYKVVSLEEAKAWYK
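Giardia FBPA (40 nM reagent) was preincubated 10 min at RT with compound (up to 57.5 uM final), then substrate plus GAPDH/TPI/NAD/arsenate coupling system with diaphorase/resazurin was added; resorufin fluorescence (525/598 nm) was read after 20 min.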
Sm TGR block = qHTS Assay for the Inhibitors of Schistosoma Mansoni Peroxiredoxins; purified TGR, DTNB reduction, TNB absorbance 405 nm; Potency, µM (top dose mostly 114 µM), without a hit: at the highest dose activity change, negative = inhibition, most hits filed as inhibitors; actives 3% (n = 360,000); AID 485364, 2010; note: potency is the fitted concentration of half-maximal effect; nearly all actives have a fitted effect of over 60% in size
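TGR 20 nM + NADPH 100 uM (dispensed conc.), cpd preinc 15 min RT; start with NADPH (500 uM addition) then DTNB (15 mM addition). Kinetic TNB absorbance, 405 nm filter. Four-parameter Hill fit across titration.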
AmpC inh detg = qHTS Inhibitors of AmpC Beta-Lactamase (assay with detergent); P00811; AmpC hydrolysis of nitrocefin, absorbance 480 nm, 0.01% Triton; Potency, µM (titrated, usually from 114 µM), for inactives: at the top dose activity change, negative = inhibition, most hits filed as inhibitors; actives 0.041% (n = 370,000); AID 485294, 2010;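 note: potency is the fitted concentration of half-maximal effect; 0% = no-compound wells and -100% = no-enzyme wells; nearly all actives have a fitted effect of over 25% in size; some results filed as inactive show a strong effect at the top dose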
Target sequence (P00811 whole entry, looked up): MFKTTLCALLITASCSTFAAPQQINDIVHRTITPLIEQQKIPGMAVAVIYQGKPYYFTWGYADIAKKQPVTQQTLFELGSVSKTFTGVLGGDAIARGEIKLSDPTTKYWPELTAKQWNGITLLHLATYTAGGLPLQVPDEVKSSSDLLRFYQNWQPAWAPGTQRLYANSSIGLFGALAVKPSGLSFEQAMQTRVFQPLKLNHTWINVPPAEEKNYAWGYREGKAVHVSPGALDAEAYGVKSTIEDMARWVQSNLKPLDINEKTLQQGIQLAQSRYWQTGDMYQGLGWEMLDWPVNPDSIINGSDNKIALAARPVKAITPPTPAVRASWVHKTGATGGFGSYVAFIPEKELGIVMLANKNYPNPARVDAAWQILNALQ
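20 mM phosphate pH 7.0 + 0.01% (detergent screen) or 0.0001% Triton X-100; 5.3 nM AmpC reagent; cpd preinc 15 min RT; nitrocefin (800 uM stock) to start; A480 q20 s × 4 min; Activity was normalised to no-enzyme and no-compound control wells.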
AMA1 RON2 block = qHTS for Inhibitors of AMA1-RON; Towards Development of Antimalarial Drug Lead: Primary Screen; AlphaScreen AMA1-biotinylated RON2 peptide binding; AID 720542, 2013; actives 0.2% (n = 360,000); Potency, µM (highest dose often 58.2 µM), inactives show at the top dose activity change, negative = inhibition, usual class: inhibitors; Plasmodium falciparum AMA1 (3D7) - RON2 peptide interaction;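 note: potency is the fitted concentration of half-maximal effect; 0% = vehicle wells and -100% = peptide control; nearly all actives have a fitted effect of over 45% in size; some results filed as inactive show a strong effect at the top dose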
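AMA1 (3D7) with his tag at 25 nM final met compounds first, then biotinylated RON2 peptide at 25 nM; detection used donor plus acceptor beads, 10 µg/mL apiece, read by AlphaScreen after 30 min at room temperature.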
HCV inhibitor = qHTS Assay for Inhibitors of Hepatitis C Virus (HCV) | Huh7.5.1 HCVcc-Cre infection, luciferase reporter, 44 h | actives 3.4% (n = 340,000) | Potency, µM (doses to about 41.8 µM), without a hit: at the highest dose activity change, negative = inhibition, actives largely listed as inhibitors; note: potency is the fitted concentration of half-maximal effect
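Infectious HCV cell culture screen: compound-treated cells (1,000/well, pre-plated 4 h) are infected with HCVcc-Cre at roughly 0.5 moi and grown 44 h. Infection is quantified by luciferase signal after 15 min substrate incubation at room temperature.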
HCMV inh = qHTS Assay for inhibitors of the human cytomegalovirus (HCMV) | actives 4.5% (n = 410,000) | activity change, negative = inhibition, % at 57.5 µM | HFF cells, HCMV-luciferase reporter, 72 h; active compounds read low; in the data active = activity change below about -60%; inconclusive = no clear call, values can overlap the other calls; inactive = above about -39%
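Luciferase read-out from HCMV-luciferase-infected HFFs (MOI 1 PFU/cell) 72 h post infection at 37C; compounds added after 16 h cell attachment; activity normalized between buffer-only basal and Salinomycin (10uM) inhibitor controls.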
Numbers without * were called inactive; ? = inconclusive; nt = not tested or not shown; & = joins results of further samples; [ ] = remark or other dose. Unless noted, calls come from the whole dose curve; as a rule, active = well fitted curve in the direction sought with a large enough effect; inconclusive = small, poorly fitted or top-dose-only effect, or another doubt; inactive = no such curve, though single readings can be large; an effect the other way counts as inactive or inconclusive. Unless noted, % is set by controls: 0 for no effect and ±100 for the full control effect.

| Compound | Giardia FBPA inh | Sm TGR block | AmpC inh detg | AMA1 RON2 block | HCV inhibitor | HCMV inh |
| --- | --- | --- | --- | --- | --- | --- |
| Cc1ccc2nc(NC(=O)C3CCN(S(=O)(=O)c4ccc5c(c4)oc(=O)n5C)CC3)sc2c1 | -3% | 0% | ? | -1% | 2% | -30 |
| Cn1nc(C(=O)Nc2ccc(Br)cc2)cc1C(=O)Nc1ccc(Br)cc1 | -4% | 1% | -6% | 10% | 15% | 23 |
| CCc1nnc(NC(=O)c2ccc(S(=O)(=O)N3CCCCCC3)cc2)s1 | 6% | 0% | -4% | -4% | -4% | -13 |
| CCOC(=O)c1c(C)c(/C=N/Nc2ccccc2)n(C)c1C | -10% | -25% | 0% | ? | -1% | -11 |
| C[C@H](CO)N1C[C@H](C)[C@H](CN(C)S(C)(=O)=O)Oc2c(cccc2N(C)C)C1=O | nt | nt | nt | 9% | 20% | 35 |
| CC(C)OC(=O)CSc1nnc(-c2ccc(Cl)cc2)n1N | -2% | -3% | -5% | 19% | 10% | -18 |
| CCC1CCCCN1Cc1ccc(CNC(=O)CCc2nnc3ccc(N4CCCCC4)nn23)o1 (stereo unspecified) | 11% | -18% | 1% | -6% | 1% | -4 |
| Oc1c(C(c2ccccc2)N2CCCCC2)sc2ncnn12 (stereo unspecified) | -15% | -9% | -3% | 0% | -13% | 8 |
| COc1ccc2nc(NC(=O)CN3CCOCC3)sc2c1 | -2% | -8% | 4% | -14% | -15% | 23 |
| CC1(C)CC(=O)C(CC2C(=O)CC(C)(C)CC2=O)C(=O)C1 | -8% | 2µM* | 2% | -22% | 7% | 9 |
| Cc1ccc(O)c(C(=O)c2cnc3c(c2)COc2ccc(C)cc2-3)c1 | -3% | -4% | 5% | ? | ? | -27 |
| CN1C(=O)/C(=C\c2ccccc2OCc2ccccc2)SC1=S | 12% | -11% | 1% | -6% | 16% | 22 |
| Cc1nn(CCCC(=O)NCc2ccc(F)cc2)c(C)c1[N+](=O)[O-] | 3% | 7% | 0% | -13% | 32%[activator] | 36 |
| COc1cc(/C=C/C(=O)O)cc2c1OCCO2 | 0% | 22% | -13% | 2% | 5% | -18 |
| CCOC(=O)CN1Cc2cccc(C(=O)O)c2C1=O | 2% | 0% | ? | -4% | 21% | 26 |
| CC1=C(C(=O)Nc2cccc(C)c2C)C2(CCCCC2)OC1=O | nt | 1% | 16% | nt | nt | 26 |
| COc1ccccc1/C=C/c1nc(S(=O)(=O)c2ccccc2)c(NCCN(C)C)o1 | -4% | 22µM* | -14% | 27% | -1% | -1 |
| COCCn1c(Cc2ccccc2)nnc1SCC(=O)N(C)C | 0% | 8% | -15% | 11% | 4% | 58 |
| O=C(Nn1cnnc1)c1ccc(Cl)cc1[N+](=O)[O-] | -17% | -12% | -12% | -1% | 7% | -18 |
| Fc1ccccc1N1CCN(c2cnc3ccccc3n2)CC1 | -8% | -30% | 2% | 38%[activator] | -8% | 18 |

Four of the compounds above, field by field.
> Cc1ccc2nc(NC(=O)C3CCN(S(=O)(=O)c4ccc5c(c4)oc(=O)n5C)CC3)sc2c1
  Giardia FBPA inh: -3%; Sm TGR block: 0%; AmpC inh detg: ?; AMA1 RON2 block: -1%; HCV inhibitor: 2%; HCMV inh: -30
> Cn1nc(C(=O)Nc2ccc(Br)cc2)cc1C(=O)Nc1ccc(Br)cc1
  Giardia FBPA inh: -4%; Sm TGR block: 1%; AmpC inh detg: -6%; AMA1 RON2 block: 10%; HCV inhibitor: 15%; HCMV inh: 23
> CCc1nnc(NC(=O)c2ccc(S(=O)(=O)N3CCCCCC3)cc2)s1
  Giardia FBPA inh: 6%; Sm TGR block: 0%; AmpC inh detg: -4%; AMA1 RON2 block: -4%; HCV inhibitor: -4%; HCMV inh: -13
> CCOC(=O)c1c(C)c(/C=N/Nc2ccccc2)n(C)c1C
  Giardia FBPA inh: -10%; Sm TGR block: -25%; AmpC inh detg: 0%; AMA1 RON2 block: ?; HCV inhibitor: -1%; HCMV inh: -11

New compounds follow.
| Compound | Giardia FBPA inh | Sm TGR block | AmpC inh detg | AMA1 RON2 block | HCV inhibitor | HCMV inh |
| --- | --- | --- | --- | --- | --- | --- |
| CCn1cc(C(=O)N2CCN(c3cc(Cl)ccc3C)CC2)c(=O)c2cc(S(=O)(=O)N3CCCC3)ccc21 | nt | 6% | -2% | nt | nt | -11 |
| COc1ccc(CN2C(=O)NC(=O)/C(=C/c3ccc([N+](=O)[O-])s3)C2=O)cc1 | -29% | 1.1µM* | -7% | -15% | 8% | 59 |
| Brc1ccc(-c2noc(CCc3ccccc3)n2)o1 | -2% | 0% | ? | 33%[activator] | -3% | 15 |
| O=[N+]([O-])c1ccc2c(c1)nc(CO)n2Cc1ccccc1 | 2% | -13% | ? | -1% | -6% | -31 |
| C/C(=N\NC(=O)c1ccc(NS(=O)(=O)c2cccs2)cc1)c1ccc(C(C)(C)C)cc1 | -8% | -6% | -4% | 57%[activator] | 7.1µM* | 15 |
| OCC1(CO)COC(c2cccnc2)N1 (stereo unspecified) | -5% | 0% | -13% | ? | 16% | -19 |
| CC1CCCC(C)N1/N=C/c1ccc(O)cc1 (stereo unspecified) | 7% | -13% | -6% | 35%[activator] | 13% | 20 |
| O=C(NC(NC(=O)c1c(F)cccc1F)c1ccc([N+](=O)[O-])cc1)c1c(F)cccc1F | -5% | 2% | -6% | -2% | -5% | 20 |
| Cc1ccc(CNS(=O)(=O)CCNC(=O)c2ccc3c(c2)OCO3)cc1 | nt | -7% | ? | -1% | 17%[8.37 µM] | -7 |
| c1ccc(-c2nc(-c3nccc4ccccc34)oc2-c2ccccc2)cc1 | ? | 0% | -2% | 1% | ? | -9 |
| COc1ccccc1NS(=O)(=O)c1cc(NC(=O)c2sccc2C)ccc1N1CCCC1 | 14µM* | nt | 1% | -1% | 18% | ? |
| CCOc1ccccc1N(C)C(=O)Cn1cnc2onc(-c3ccc(F)cc3)c2c1=O | nt | 6% | 19% | nt | nt | 17 |
| CCOc1ccccc1NC(=O)Cn1c(=O)n(-c2ccccc2)c(=O)c2c1c1cc(C)ccc1n2C | nt | 2% | 13% | nt | nt | 22 |
| CCOc1ccccc1N(CC(=O)N1CCOCC1)S(=O)(=O)c1ccccc1 | 2% | 2% | -13% | 36% | ? | 42 |
| COCCNC(=O)c1onc(CSc2nc3ccccc3[nH]2)c1C(=O)NCCOC | -25% | -8% | -10% | -7% | -2% | 13 |
| O=C(CSc1nnc(-c2cccnc2)n1-c1ccc(SC(F)F)cc1)N1CCCc2ccccc21 | 5% | 5% | -2% | 0% | 0% | 45 |
| CC(C)P(=O)(Cc1cccc(C#N)c1)C(C)C | 6% | -1% | -7% | 8% | 21% | -13 |
| O=C(OCC(=O)c1ccc[nH]1)c1ccc(Cl)nc1 | nt | -9% | ? | -7% | 3% | -20 |
| O=C(CN1C(=O)C2CC=CCC2C1=O)NCC(=O)Nc1ccc(F)c(F)c1F (stereo unspecified) | 4% | -4% | -3% | -2% | 9% | ? |
| COc1ccccc1Cn1c(=S)[nH]c2ccc(Br)cc2c1=O | 4% | 0% | ? | 16% | ? | -86* |

The list continues.
compound	Giardia FBPA inh	Sm TGR block	AmpC inh detg	AMA1 RON2 block	HCV inhibitor	HCMV inh
O=C(N/N=C\c1cccc(F)c1)c1ccc(Cn2cc(Br)c([N+](=O)[O-])n2)o1	-13%	9%	10%	0%	-26%	-10
Cc1ccc2c(c1)C=CC(C#N)N2C(=O)c1ccccc1 (stereo unspecified)	-4%	4%	-1%	-1%	?	2
Cc1cccc(C(=O)N/N=C/c2ccncc2)c1	2%	5%	-12%	-6%	5%	-12
CCOc1ccc(N2C(=O)Nc3ccccc3C2(O)C(=O)NCc2ccc3c(c2)OCO3)cc1 (stereo unspecified)	5%	0%	-8%	-15%	-18%	-1
CC(C)C(C)NC(=O)COc1ccc(S(=O)(=O)N2CCOCC2)cc1Cl (stereo unspecified)	-3%	0%	-1%	15%	10%	-2
CCO[C@@H]1OC(C(=O)N2CCN(C)CC2)=C[C@H](C2CCCCC2)[C@H]1CCCO	-1%	-1%	4%	20%	3%	?
CC(C)(C)NC(=O)CC1C[C@H](C(=O)N2CCOCC2)[C@@]2(C)c3[nH]c4ccccc4c3CCN2C1=O (stereo partly specified)	nt	nt	nt	3%	1%	6
Cc1cc(NC(=O)CN(C)S(=O)(=O)c2ccc(-c3ccc(=O)[nH]n3)s2)ccc1Br	-9%	-1%	?	12%	19%	-8
CCCCCCN(C(=O)CCCCCN1C(=O)NC(c2ccc(Cl)cc2)C(C(=O)OCc2ccccc2)=C1C)C(C(=O)NCCCC)c1ccc(OCC(=O)OC)c(C(=O)OC)c1 (stereo unspecified)	-4%&-2%	0%	?	nt	-8%[8.37 µM]	?
O=C(CN1CCN(Cc2ccccc2Cl)CC1)N=Nc1c(O)[nH]c2ccccc12	1%	-11%	-9%	40%[activator]	-10%	19
COc1ccc(-c2nc3ccccc3c(=O)n2CCOc2cc(C)ccc2C)cc1	0%	-1%	-13%	-10%	-6%	-17
CCOP(=O)(OCC)C(Nc1cccc([N+](=O)[O-])c1)c1ccccc1 (stereo unspecified)	2%	0%	?	5%	18%	6
COc1ccc(NC(=O)c2ccc3ncsc3c2)c2ccccc12	nt	2%	-9%	4%	-12%	-13
Cc1ccc(NC(=O)C2CC(O)CN2C(=O)OCc2ccccc2)c(C)c1 (stereo unspecified)	3%	-3%	-1%	0%	17%	-63*
Cc1cc2ncn(CC(C)C)c2cc1C	0%	2%[57.1 µM]	-3%	3%	-3%	-17
Cc1ccc2c(c1)N(CC(=O)Nc1ncccc1C)C(=O)C(C(C)C)O2 (stereo unspecified)	4%	-3%	-11%	-8%	14%	1
CCn1c(SCC(=O)NCCOC)nc2sc3c(c2c1=O)CCCC3	4%	0%	?	-3%	-6%	-9
CC(Sc1nnnn1-c1ccc(O)cc1)C(=O)NNC(=O)c1ccc(F)cc1 (stereo unspecified)	nt	-23%	-9%	73%[activator][11.6 µM]	7.1µM*	0
O=C(OCc1nnc(-c2ccccc2)o1)C1=COCCO1	5%	16%	1%	4%	-10%	-3
NNC(=O)Cn1c(-c2nonc2N)nc2ccccc21	5%	61%[activator]	4%	40%[activator]	10%	-39
COc1ccccc1NS(=O)(=O)c1ccc(O)cc1	6%	6%	?	0%	3%	-33

Assay outcomes deposited in PubChem BioAssay by National Center for Advancing Translational Sciences (NCATS).
